Assay outcomes deposited in PubChem BioAssay by National Center for Advancing Translational Sciences (NCATS).
Pol eta inh – DNA polymerase eta (human) inhibition; Q9Y253; recombinant Pol eta, fluorescent DNA replication assay; Potency, µM (titrated, usually from 114 µM), inactives show at the highest dose activity change, negative = inhibition, most hits filed as inhibitors; actives 1.2% (n = 390,000); AID 588591; further: on the % scale 0 is the no-effect control and ±100 the full control effect
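Pol eta (10 nM) was preincubated with compounds for 15 min at room temperature, after which fluorescent replication substrate (50 nM final) was added to start the reaction. Fluorescence was read kinetically at 0 and 10 min.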
POLK inh – blocks human DNA polymerase kappa activity. Q9UBT6. purified Pol kappa, fluorescent DNA synthesis assay, 10 min. Potency, µM (titrated, usually from 107 µM), inactives show at the highest dose activity, negative = inhibition, actives largely listed as inhibitors. actives 0.53% (n = 400,000). AID 588579; further: on the % scale 0 is the no-effect control and ±100 the full control effect
Target sequence (Q9UBT6 whole entry, looked up): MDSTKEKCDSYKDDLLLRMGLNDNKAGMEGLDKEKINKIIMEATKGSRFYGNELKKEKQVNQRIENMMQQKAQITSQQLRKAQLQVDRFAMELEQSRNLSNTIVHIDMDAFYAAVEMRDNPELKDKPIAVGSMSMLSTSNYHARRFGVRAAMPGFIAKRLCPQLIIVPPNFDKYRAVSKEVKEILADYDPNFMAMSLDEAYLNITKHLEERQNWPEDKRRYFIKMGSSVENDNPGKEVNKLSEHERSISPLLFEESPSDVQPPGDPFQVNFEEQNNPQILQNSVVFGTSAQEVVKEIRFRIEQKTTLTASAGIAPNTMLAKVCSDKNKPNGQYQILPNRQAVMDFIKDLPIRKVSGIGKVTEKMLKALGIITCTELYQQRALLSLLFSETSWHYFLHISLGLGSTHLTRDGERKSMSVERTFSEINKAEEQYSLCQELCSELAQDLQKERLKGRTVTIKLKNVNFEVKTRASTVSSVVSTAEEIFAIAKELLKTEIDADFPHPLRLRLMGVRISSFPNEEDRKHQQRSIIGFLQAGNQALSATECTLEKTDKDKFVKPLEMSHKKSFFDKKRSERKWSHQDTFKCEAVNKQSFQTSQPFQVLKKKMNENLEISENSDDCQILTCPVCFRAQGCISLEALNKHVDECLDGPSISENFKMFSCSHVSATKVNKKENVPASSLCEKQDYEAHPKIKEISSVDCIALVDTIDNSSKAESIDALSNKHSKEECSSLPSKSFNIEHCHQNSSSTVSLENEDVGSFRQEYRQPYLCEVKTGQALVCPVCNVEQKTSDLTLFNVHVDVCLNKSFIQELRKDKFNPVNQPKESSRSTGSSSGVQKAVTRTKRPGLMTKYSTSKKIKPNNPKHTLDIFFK
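Enzyme at 10 nM met test compounds for 15 min at room temperature. Substrate addition (50 nM final) began the reaction, which was monitored by fluorescence at 0 and 10 min.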
G9a block – G9a (human) methyltransferase inhibition; actives 8.8% (n = 350,000); Q96KQ7; Potency, µM (titrated, usually from 102 µM), for inactives: top-dose activity, negative = inhibition, actives largely listed as inhibitors; G9a H3K9 monomethylation, AlphaScreen, 2 h; further: on the % scale 0 is the no-effect control and ±100 the full control effect; nearly all actives have a fitted effect of over 75% in size
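Methyltransferase reactions run at room temperature for 2 h (20 nM enzyme, 500 nM biotin-H3K9 peptide, 20 uM SAM) after a 15 min compound preincubation; product detected by AlphaScreen beads and anti-H3K9me1 antibody.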
POLB inh – DNA polymerase beta (human) inhibition | Pol beta primer extension/strand displacement, fluorescence kinetic | actives 1.3% (n = 340,000) | P06746 | Potency, µM (top dose mostly 114 µM), for inactives: at the highest dose activity change, negative = inhibition, usual class: inhibitors; further: on the % scale 0 is the no-effect control and ±100 the full control effect
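Preincubation: enzyme (10 nM) with compound, 15 min, RT. Reaction: substrate added to 50 nM final. Reads: 0 and 10 min. Analysis: normalized, Hill fit.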
BAZ2B block – BAZ2B (human) inhibition | Q9UIF8 | AlphaScreen BAZ2B-H3K14Ac peptide displacement | Potency, µM (titrated, usually from 114 µM), for the others: at the top dose activity change, negative = inhibition, actives largely listed as inhibitors | actives 4.4% (n = 360,000) | AID 504333; further: on the % scale 0 is the no-effect control and ±100 the full control effect; nearly all actives have a fitted effect of over 60% in size
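BAZ2B 50 nM plus b-H3(5-23)K14Ac 50 nM, PBS pH 7.4/0.01% Tween-20, 30 min RT; compound added (max 110 uM), 30 min RT; streptavidin donor/Ni-chelate acceptor beads 10 ug/mL final, 20 min dark; AlphaScreen read.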
Apoferritin bind – candidate novel general anesthetic via apoferritin binding | P02791 | apoferritin/1-aminoanthracene competitive binding, fluorescence | Potency, µM (series often up to 77.5 µM), inactives show at the top dose activity change, negative = displacement, actives largely listed as inhibitors | actives 0.074% (n = 350,000); further: on the % scale 0 is the no-effect control and ±100 the full control effect; nearly all actives have a fitted effect of over 20% in size
Target sequence (P02791 2-175 limits assumed): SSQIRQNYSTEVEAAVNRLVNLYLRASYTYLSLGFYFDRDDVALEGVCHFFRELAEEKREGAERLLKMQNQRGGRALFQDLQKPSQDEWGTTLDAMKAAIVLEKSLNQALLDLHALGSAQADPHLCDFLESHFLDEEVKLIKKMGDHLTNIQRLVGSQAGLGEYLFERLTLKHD
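Apoferritin-based anesthetic binding model; compound displacement of fluorescent 1-AMA measured as endpoint fluorescence after 10 minutes at room temperature, scaled to free-ligand and complex controls.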
BLM helicase inh – blocks DNA unwinding by human BLM helicase; P54132; recombinant BLM DNA unwinding, fluorescence dequenching; Potency, µM (series often up to 56.1 µM), inactives show at the top dose activity change, negative = inhibition, most hits filed as inhibitors; actives 0.2% (n = 350,000); AID 2528;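 further: plate controls were vehicle for no effect and no enzyme for full effect; nearly all actives have a fitted effect of over 35% in size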
POLI inh – inhibitors of human DNA polymerase iota | Q9UNA4 | Pol iota fluorescent replication assay, 10 min | Potency, µM (series often up to 115 µM), for inactives: at the highest dose activity, negative = inhibition, most hits filed as inhibitors | actives 1% (n = 390,000) | AID 588590
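Fluorescent replication assay read twice, at 0 min and 10 min after adding 50 nM (final) substrate. Enzyme (10 nM) and compounds were first incubated 15 min at room temperature; enzyme-free buffer wells were negative controls.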
APEX1 inh – blocks human APE1 abasic DNA cleavage. P27695. AID 2517. actives 0.35% (n = 350,000). Potency, µM (titrated, usually from 65.8 µM), for the others: at the highest dose activity change, negative = inhibition, actives largely listed as inhibitors. recombinant APE1, TAMRA/BHQ-2 abasic DNA cleavage fluorescence;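 further: plate controls were vehicle for no effect and reference inhibitor for full effect; nearly all actives have a fitted effect of over 55% in size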
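Quantitative HTS: incision of a TAMRA/BHQ-2 double-stranded substrate bearing a tetrahydrofuran abasic site by 0.75 nM APE1 raises fluorescence. Substrate 50 nM final, added after 15 min compound preincubation at room temperature; progress as third-minus-first kinetic read difference.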
An asterisk follows results filed as active; ? = inconclusive; · = no result given; & = joins results of further samples; [ ] = another dose, or the depositor's remark. The call rests on the fitted dose curve; in most records, active means well fitted curve in the direction sought with a large enough effect; inconclusive means small, poorly fitted or top-dose-only effect, or another doubt; inactive means no such curve, though single readings can be large; an effect the other way counts as inactive or inconclusive. Potency means the concentration at half of the fitted maximal effect. Some of the compounds tested (hit frequency here may not be typical).

SMILES	Pol eta inh	POLK inh	G9a block	POLB inh	BAZ2B block	Apoferritin bind	BLM helicase inh	POLI inh	APEX1 inh
CCn1c(/C=C/c2ccccc2C)nc2ccccc2c1=O	-14%	15%	76%[activator]	-18%	16%	-17%	-2%	22%	-8%
COc1cccc(NC2=C(NCCO)C(=O)c3ccccc3C2=O)c1	-11%	-8%	-2%[0.501 µM]	-16%	35µM*	-5%	-11%	?	-3%
O=C(O)CNC(=O)c1nc(-c2ccccc2)n(-c2ccccc2)n1	-1%	-10%	7%[59 µM]	-11%	2%	7%	3%	168%[activator]	6%
COc1cccc2oc(-c3ccco3)cc(=O)c12	-7%	-5%	5.6µM*	12%	-2%	-7%	-1%	19%	11%
Cc1cccc(/C(N)=N/OC(=O)c2ccc(Cl)cc2Cl)c1	-16%	-1%	8%[59 µM]	22%	9%	-7%	1%	46%[activator]	5%
O=C(O)c1ccc2ncsc2c1	-20%	-14%	?	8%	20µM*	-8%	-7%	4µM*	2%
O=S(=O)(Nc1ccc2c(c1)nc1n2CCOC1)c1ccccc1	-13%	-1%	-45%[59 µM]	7%	11%	0%	3%	-5%	3%
C[C@H](NC(=O)c1ccco1)C(=O)N1CCN(c2ccc(C(F)(F)F)cn2)CC1	-3%	13%	·	·	·	·	·	27%	19%
Cc1ccc(-n2nnc3c(=O)n(Cc4ccccc4C)cnc32)cc1	1%	3%	-11%[59 µM]	0%	6%	1%	2%	1%	-8%
CCn1ccnc1[C@@H]1C[C@H]2CN(Cc3cccc(Cl)c3)C(=O)[C@]23CCCN13	-18%	1%	15%	?	-3%	-5%	1%	69%[activator]	3%
COc1ccc(-c2c(C)nn3c(Cl)c(C)c(C)nc23)cc1	-8%	-5%	26%	2%	-2%	-18%	-3%	46%[activator]	18%
CN(CC(=O)Nc1ccc(Cl)c(S(=O)(=O)N(C)C)c1)Cc1ccccc1	-8%	-10%	12%	36%	1%	8%	-1%	2%	-9%
Cc1ccc(-n2c3c(cc(C(=O)NCCCN4CCOCC4)c2=O)C(=O)CC(C)(C)C3)cc1	-7%	-16%	?	-8%	5%	-1%	3%	-5%	-2%
O=C(Cc1ccc(F)cc1)Nc1cccc(-c2ccc3nncn3n2)c1	-9%	1%	3%	-8%	-1%	-10%	4%	?	-2%
COc1ccc(NC(=O)CSc2nnc(-c3nnn(-c4ccc(F)cc4)c3C)o2)cc1	2%	-2%[60.1 µM]	20%[59 µM]	-25%	-14%	-4%	0%	-14%	·
CC(C)C(=O)Nc1ccc(C(=O)N/N=C/C2CC3C=CC2C3)cc1 (stereo unspecified)	7%	-8%	16%[59 µM]	2%	9%	-15%	1%	21%	0%
Cc1ccc(NS(=O)(=O)c2ccc(C(C)C)cc2)cc1S(=O)(=O)N1CCOCC1	-17%	3%	·	·	·	·	·	-6%	-8%
Cc1cc(NC(=O)Cc2ccc(Br)cc2)no1	-2%	-3%	12%	49%	-26%	-7%	0%	118%[activator]	53%
CC(=O)c1cccc(NC(=S)Nc2ccn(Cc3cccc4ccccc34)n2)c1	-9%	-7%	?	-7%	-32%	-14%	-5%	-20%	-5%
CCOC(=O)c1csc(NC(=O)c2ccc(S(=O)(=O)N3CCCC3)cc2)n1	0%	-16%	5%[59 µM]	-17%	-6%	-11%	-1%	-10%	-10%
CCc1ccc(NC(=O)CN2C(=O)C3(SCC(=O)N3c3ccccc3)c3ccccc32)cc1 (stereo unspecified)	-1%	?	-13%[59 µM]	5%	1%[57.1 µM]	8%	-7%	?	·
CC(=O)c1ccc(N2CCN(c3ncnc4onc(-c5ccc(Cl)cc5)c34)CC2)cc1	-25%	-2%	2%[59 µM]	2%	-9%	-8%	-3%	46%[activator]	·
Cc1ccc(Nc2nc3nonc3[nH]c2=O)cc1Cl	-2%	0%	-49%	3%	·	-23%	3%	34%[activator]	?
Clc1cnc(N/N=C/c2ccncc2)c(Cl)c1	-18%	-3%	11%	?	-1%	-7%	-2%	-6%	29%
Cc1c(C(=O)c2ccccc2)oc2ccc3ccccc3c12	-4%	-12%	·	24%	-2%	-12%	-1%	79%[activator]	14%
CC(NC(=O)CCSc1nc(-c2ccco2)cc(C(F)(F)F)n1)c1ccccc1 (stereo unspecified)	-13%	-13%	8%	0%	-8%	?	-10%	12%	?
COc1ccc(C(=O)NCC(=O)OCC(=O)NC(=O)c2ccc(C(C)(C)C)cc2)cc1OC	-25%	-8%	-19%[59 µM]	·	11%	·	·	35%[activator]	-15%
CCOC(=O)c1csc(NC(=O)C(C)(C)C)n1	-19%	12%	14%	31%	0%	-2%	-2%	8%	-2%
COc1ccccc1NCC(=O)NN=C1CCS(=O)(=O)c2ccc(F)cc21	-13%	-6%	·	·	·	·	·	11%	-8%
CNc1[nH]ncc1[N+](=O)[O-]	-10%	6%	23%	65%	4%	-7%	-5%	75%[activator]	12%

2 compounds from above, limited to Apoferritin bind.
| SMILES | Apoferritin bind |
| --- | --- |
| CC(=O)c1ccc(N2CCN(c3ncnc4onc(-c5ccc(Cl)cc5)c34)CC2)cc1 | -8% |
| Cc1c(C(=O)c2ccccc2)oc2ccc3ccccc3c12 | -12% |

(next part)
SMILES	Pol eta inh	POLK inh	G9a block	POLB inh	BAZ2B block	Apoferritin bind	BLM helicase inh	POLI inh	APEX1 inh
N#CCCN1CCCN(CCC#N)CCN(CCC#N)CCCN(CCC#N)CC1	-9%	0%	-10%[2.33 µM]	42%[activator]	-1%	4%	-2%	12%	-15%
O=C(COC(=O)CCNS(=O)(=O)c1ccccc1F)Nc1nnc(-c2ccccc2)o1	-20%	-15%	-3%	·	-35%	·	·	23%	6%
COc1cc2c(cc1OC)C(COc1ccc3c(C)cc(=O)oc3c1)N(C(=O)c1ccc(C)c(C)c1)CC2 (stereo unspecified)	-12%	13%	12%[59 µM]	4%	1%	-15%	-3%	16%	·
CCC(Sc1nc2sc(C(=O)OC)c(C)c2c(=O)n1N)C(=O)NCC1CCCO1 (stereo unspecified)	-3%	-9%	14%[12.7 µM]	10%	12%	3%	0%	3%[58.9 µM]	-1%
O=C(CSc1ncn[nH]1)Nc1ccc(Br)cc1F	-10%	-18%	-23%	1%	-13%	?	2%	13%	3%
CCc1ccccc1Nc1nc(N)nc(COC(=O)CCC(=O)c2ccc(F)cc2)n1	-13%	-5%	3%[2.33 µM]	·	-31%	·	·	10%	4%
CCOC(=O)N1CCN(C(=O)CSc2nc3c(cnn3-c3ccc(Cl)cc3)c(=O)[nH]2)CC1	-15%	3%	18%	1%	10%	-7%	4%	24%	-4%
COc1ccc(N2CCN(C(=O)Nc3ccccc3Cl)CC2)cc1	-14%&-5%	-2%&4%	?	11%&-3%	-16%&-24%	0%&-15%	-1%&0%	-15%&6%	3%
Nc1ccc(-n2nncc2-c2ccco2)cc1	-7%	-3%	-2%[59 µM]	19%	-25%	-8%	4%	-1%	7%
COc1ccc(NC(=O)c2cc(NC(=O)C3CCCCC3C(=O)O)ccc2N2CCOCC2)cc1 (stereo unspecified)	-4%	-16%	?	-1%	-12%	-4%	1%	4%	?
CN=C1S/C(=C\c2ccc(Cl)cc2)C(=O)N1C	-10%	-6%	2%[59 µM]	-40%	-8%	7%	-1%	51%[activator]	48%[activator][12.4 µM]
CN1CCN(S(=O)(=O)c2ccc3c(c2)C(C)(C)C(=O)N3C)CC1	-26%	5%	20%	-17%	4%	-10%	3%	12%	57%[activator]
COc1cccc(NC(=O)CNC(=O)[C@@H]2Cc3ccccc3CN2C(=O)OC(C)(C)C)c1	4%	-17%	24%	-3%	-5%[57.1 µM]	-2%	-2%	18%	-4%
CCOc1ccc(S(=O)(=O)N2CCN(C(=S)NCC3CCCO3)CC2)cc1 (stereo unspecified)	-21%	-3%	-6%	·	8%	·	·	63%[activator]	22%
COc1ccc(OC)c(-n2c(CN3CCC(C(N)=O)CC3)nc3ccccc3c2=O)c1	5%	1%	?	-2%	?	0%	-2%	12%	10%
COc1cc(C(=O)NNC(=O)c2cc(-c3ccccc3)n[nH]2)cc(OC)c1C	-16%	-15%	47%[12.7 µM]	·	13%	·	·	?	?
Cc1cccc2sc(N3CCN(C(=O)c4ccco4)CC3)nc12	7%	-5%[60.1 µM]	-6%[59 µM]	-8%	-25%	-9%	-4%	-1%	·
CC1(c2ccccc2)NC(=O)N(CC(=O)Nc2cc(Cl)ccc2N2CCOCC2)C1=O (stereo unspecified)	-22%	-13%	22%[0.501 µM]	·	-6%	·	·	27%	1%
Cc1cccc(N2CC(O)(c3cccs3)[N+]3=C2CCCC3)c1 (stereo unspecified)	-18%	-2%	0%	24%	·	-6%	3%	45%[activator]	17%
Cc1nnc(SCC2=C(C(=O)O)N3C(=O)C(NC(=O)COc4ccc(F)cc4)C3SC2)s1 (stereo unspecified)	4µM*	50µM*	?	·	?	·	·	20µM*	-1%
Cc1nn2c(N3CCOCC3)c3c(nc2c1-c1ccccc1)CCCC3	-11%	-3%	64%[activator][59 µM]	26%	43%[activator]	0%	-5%	-10%	15%
COc1ccc(Nc2ncnc3c2c(C)c(C)n3CCO)cc1	-15%	-5%	-46%	1%	-22%	0%	-3%	60%[activator]	35%[activator]
c1ccc(NCc2cccnc2)cc1	5%	-7%	45µM*	-7%	-7%	?	-2%	4%	-10%
O=C(COc1ccccc1)N/N=C/c1ccc2c(c1)OCO2	10%	-13%	22%	-17%	-17%	-8%	-2%	67%[activator]	5%
C=CCNc1ccc(C(=O)O)cc1	-5%	-3%	7%[59 µM]	-17%	5%	-2%	1%	127%[activator]	3%

Complete entries as entered above. Values in the order: Pol eta inh, POLK inh, G9a block, POLB inh, BAZ2B block, Apoferritin bind, BLM helicase inh, POLI inh, APEX1 inh
O=C(COc1ccccc1)N/N=C/c1ccc2c(c1)OCO2 across the screens: 10%, -13%, 22%, -17%, -17%, -8%, -2%, 67%[activator], 5%
COc1ccc(NC(=O)CSc2nnc(-c3nnn(-c4ccc(F)cc4)c3C)o2)cc1 across the screens: 2%, -2%[60.1 µM], 20%[59 µM], -25%, -14%, -4%, 0%, -14%, ·
